CHO parental Ca: counter-screen for OX1R antagonists: effect in parental CHO cells; actives 0.63% (n = 330,000); AID 463079; inhibition, % at 5.6 µM; parental CHO-K1, ATP-induced calcium, Fluo-8 fluorescence;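 active = inhibition above that plate's mean sample inhibition plus 3 SD, cut at about 26% in these data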;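 note: 0% = ATP-challenged DMSO wells and 100% = DMSO wells without ATP; some compounds past the cut are filed as inactive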
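Material – parental CHO cells · Reagent – ATP stimulus · Compound – single nominal dose of 5.6 µM per compound · Detection – Fluo-8 fluorescence · Read-out basis – percent inhibition of calcium signal · Controls – ATP-challenged DMSO wells low, unchallenged DMSO wells high · Repeats – no replicates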
OXTR potentiator: potentiators of human oxytocin receptor. actives 0.061% (n = 320,000). P30559. CHO-OTR cells, Fluo-8 calcium fluorescence, potentiator mode; 0% = oxytocin EC15, 100% = EC100. activation, % at 3 µM;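 active = activation above that plate's cutoff, the mean activation of tested compounds plus 3 SD, cut at about 6.6% in these data, passing the limit was not always enough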;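 note: 100% uses oxytocin at 75 nM as the full agonist control; some results filed as inactive read as strong as hits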
Target sequence (P30559 whole entry, looked up): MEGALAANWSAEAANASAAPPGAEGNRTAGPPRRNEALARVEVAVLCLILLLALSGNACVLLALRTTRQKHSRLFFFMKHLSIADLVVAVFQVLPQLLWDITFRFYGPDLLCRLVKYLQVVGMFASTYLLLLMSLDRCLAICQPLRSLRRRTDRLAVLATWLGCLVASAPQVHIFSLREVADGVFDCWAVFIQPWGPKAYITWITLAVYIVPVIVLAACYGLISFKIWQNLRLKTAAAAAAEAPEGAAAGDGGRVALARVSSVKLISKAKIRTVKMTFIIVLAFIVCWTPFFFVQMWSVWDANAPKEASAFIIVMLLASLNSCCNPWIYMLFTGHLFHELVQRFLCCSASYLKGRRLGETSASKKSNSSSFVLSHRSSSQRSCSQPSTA
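System: human OTR in CHO cells / Also added: sub-maximal oxytocin, roughly EC15 / Control set: EC15 oxytocin low, 75 nM oxytocin high / Schedule: 6 min compound pre-incubation at room temperature, 100 s kinetic read / Compound: single-point 3.0 µM / Replication: singlicate / Technique: Fluo-8 calcium dye fluorescence / Read-out basis: % activation of max/min ratio relative to oxytocin controls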
V1R ag counter: V1a receptor agonism, counter-screen for OXTR agonists; P37288; actives 0.25% (n = 320,000); CHO-V1R cells, Fluo-8 calcium fluorescence, agonist mode; 0% DMSO, 100% 3 nM vasopressin; activation, % at 3 µM;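 active = activation above the mean activation of all tested compounds plus 3 SD, per screening run, cut at about 20% in these data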;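 note: signal is peak over basal fluorescence ratio across a 100 second FLIPR read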
GPR7 antag: blocks human GPR7 receptor signaling; P48145; GPR7-expressing cells, fluorescence antagonist assay; inhibition, % at 4.4 µM; actives 1.1% (n = 290,000); AID 1861; in the data active = inhibition above about 16%, passing the limit was not always enough;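 note: cells stimulated with the agonist NPW; 0% = agonist with vehicle and 100% = vehicle without agonist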
Target sequence (P48145 whole entry, looked up): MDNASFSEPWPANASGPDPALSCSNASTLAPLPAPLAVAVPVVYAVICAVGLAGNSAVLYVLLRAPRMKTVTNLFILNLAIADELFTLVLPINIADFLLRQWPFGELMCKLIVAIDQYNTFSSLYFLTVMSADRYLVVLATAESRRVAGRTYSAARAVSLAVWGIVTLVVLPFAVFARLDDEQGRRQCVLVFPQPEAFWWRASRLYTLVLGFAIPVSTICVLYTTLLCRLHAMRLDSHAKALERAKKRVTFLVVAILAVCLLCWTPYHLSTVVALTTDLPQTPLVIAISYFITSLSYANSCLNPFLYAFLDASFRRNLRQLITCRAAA
OXTR ag: activates the human oxytocin receptor; CHO-OTR cells, Fluo-8 calcium fluorescence; normalized: DMSO 0%, oxytocin 100%; activation, % at 3 µM; actives 0.32% (n = 320,000);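 active = activation above the mean of all tested compounds plus 3 SD, cutoff set per screening run, cut at about 20% in these data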;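 note: peak over basal fluorescence ratio from a 100 s FLIPR kinetic read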
M1 ag parental: counter-screen for M1 agonists: effect in parental CHO-K1 cells | actives 0.48% (n = 360,000) | Fluo-8 calcium fluorescence; scaled to maximal ATP response, vehicle zero | activation, % at 3 µM; in the data active = activation above about 15%;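 note: untransfected CHO-K1 host cells lacking M1 receptor as counterscreen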
CHO-K1 Ca PAM: M1 PAM counterscreen hit in parental CHO-K1 cells; AID 602247; actives 0.02% (n = 360,000); ATP EC20, Fluo-8 calcium fluorescence; 0% at ATP EC20, 100% at ATP max; activation, % at 3 µM;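 active = activation above the run cutoff, the mean activation of all test compounds plus 3 SD, cut at about 40% in these data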;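 note: peak over basal fluorescence ratio in a 140 s read after ATP addition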
TAAR1 antag: human TAAR1 antagonism | CHO RD-HGA16 TAAR1, Fluo-8 calcium fluorescence, antagonist | inhibition, % at 3 µM | Q96RJ0 | actives 1.5% (n = 360,000);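 active = inhibition above a per-plate cutoff, the mean inhibition of test compounds on that plate plus 3 SD, cut at about 49% in these data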;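 note: 0% = DMSO plus EC80 beta-PEA response and 100% = DMSO alone without agonist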
Target sequence (Q96RJ0 whole entry, looked up): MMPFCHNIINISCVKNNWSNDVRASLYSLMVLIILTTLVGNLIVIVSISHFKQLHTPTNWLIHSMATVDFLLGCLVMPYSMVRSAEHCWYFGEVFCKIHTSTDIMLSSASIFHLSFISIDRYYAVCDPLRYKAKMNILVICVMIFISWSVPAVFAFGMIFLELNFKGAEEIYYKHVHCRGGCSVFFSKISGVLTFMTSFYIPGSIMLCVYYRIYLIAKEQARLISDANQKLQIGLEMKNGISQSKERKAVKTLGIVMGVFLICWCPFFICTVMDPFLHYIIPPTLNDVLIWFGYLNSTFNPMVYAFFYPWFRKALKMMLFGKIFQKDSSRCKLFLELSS
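System: RD-HGA16 CHO cells with stable hTAAR1 and Gα16 | Probe or stimulus: EC80 β-phenethylamine stimulus | Dosing: 3 µM, single point | Times: Dye loading 75 min at 37 °C, then 30 min room temperature | Measured by: Fluo-8 calcium-sensitive fluorescence | Read-out basis: % inhibition of agonist calcium response | Replicates: n of 1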
CHO-K1 Ca antag: counter-screen for M1 antagonists: effect in parental CHO-K1 cells. inhibition, % at 3 µM. ATP-induced calcium, Fluo-8 fluorescence. AID 602250. actives 0.6% (n = 360,000);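 active = inhibition above a per-plate cutoff, the plate's mean sample inhibition plus 3 SD, cut at about 24% in these data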;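 note: 0% = DMSO plus EC80 ATP and 100% = DMSO alone without ATP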
The depositor's hits bear a star; . = not tested or not shown.

| canonical_smiles | V1R ag counter | M1 ag parental | CHO parental Ca | OXTR potentiator | CHO-K1 Ca antag | GPR7 antag | TAAR1 antag | CHO-K1 Ca PAM | OXTR ag |
| --- | --- | --- | --- | --- | --- | --- | --- | --- | --- |
| COc1ccc(S(=O)(=O)N(C)c2c(C)n(C)n(-c3ccccc3)c2=O)cc1OC | -1.2 | 0.1 | -10 | -1 | -10 | -13 | 9 | -3 | -0.6 |
| Cc1ccc(NC(=O)CCSc2nc(C)cc(C)n2)cc1 | -0.1 | 0.5 | -13 | -8 | -12 | -9 | 4 | 19 | -1.7 |
| CC(C)NC(=O)N(C)C[C@H]1Oc2ncc(Br)cc2C(=O)N([C@H](C)CO)C[C@@H]1C | . | 0.1 | . | . | -25 | . | -1 | 29 | . |
| COCCN1C(=O)C(=O)/C(=C(/O)c2cccc(S(=O)(=O)N(C)C)c2)C12C(=O)N(C)c1ccccc12 (stereo not drawn) | 0.6 | 0.1 | -4 | -10 | 7 | 10 | -6 | 0 | 0.3 |
| Cc1cc(C)c(C(=O)C(C)OC(=O)c2ccccn2)cc1C (stereo not drawn) | 0.2 | 0.6 | -10 | -1 | -3 | -17 | -8 | 10 | -0.9 |
| O=C(CCSc1nc(-c2ccco2)cc(C(F)(F)F)n1)N1CCCc2ccccc21 | -0.3 | 0.4 | -28 | -1 | -2 | -18 | -14 | 19 | -2.1 |
| O=C1CC(c2ccccc2)Cc2nc(N3CCc4ccccc4C3)ncc21 (stereo not drawn) | 0.5 | 0.2 | -25 | -6 | 13 | 4 | 3 | -5 | -0.7 |
| O=C(NCc1nc2ccccc2[nH]1)C1CCCCC1 | 0.4 | 0.3 | -13 | -7 | -16 | 4 | 13 | 11 | 0.3 |
| O=C(Cc1ccc(Cl)cc1)NC1CCS(=O)(=O)C1 (stereo not drawn) | 0.5 | 1.0 | -10 | -4 | -6 | -12 | -17 | 8 | -0.6 |
| Cc1cccc(N=c2c([N+](=O)[O-])nn(-c3ccc(Cl)cc3)n2O)c1 | -1.8 | 0.1 | -17 | -5 | -15 | -18 | -24 | 19 | -2.7 |
| COc1ccc(Nc2nc(N)nc(CSC(=S)N3CCCCC3)n2)cc1 | -1.9 | 0.7 | -29 | 3 | -2 | 7 | 4 | 9 | -1.3 |
| CCCn1c(SCC(=O)c2[nH]c(C)c(C(C)=O)c2C)n[nH]c1=O | 0.3 | 0.9 | -11 | -1 | -12 | -15 | -7 | 12 | -0.5 |
| Cc1ccc(NC(=O)CSc2nnc(-c3cnccn3)n2-c2ccccc2)cc1 | -0.1 | 0.0 | -16 | -1 | -1 | 1 | 11 | 15 | 0.7 |
| CC1CCc2[nH]c3ccc(C(=O)N(C)CC(=O)Nc4ccccc4C(F)(F)F)cc3c2C1 (stereo not drawn) | 0.6 | 0.8 | -14 | -11 | 6 | . | 17 | -9 | 1.3 |
| Cc1cc2[nH]cnc2c([N+](=O)[O-])c1C | 0.6 | 0.1 | -4 | -1 | -9 | 5 | 1 | 8 | 1.5 |
| COC(=O)C1=C(C)OC(N)=C(C#N)C1c1c(C)nn(-c2ccccc2)c1Cl (stereo not drawn) | 1.1 | 0.3 | -12 | -3 | 18 | -3 | -4 | -4 | 0.0 |
| O=C(Nc1ccc(Oc2cccnc2)cc1)C1CCN(Cc2ccc(F)cc2)CC1 | 2.8 | 0.8 | -3 | -12 | 13 | -8 | 5 | -23 | 2.0 |
| O=C(COC(=O)C1CC1)c1c[nH]c2ccccc12 | -0.1 | 0.4 | -7 | 1 | -20 | -13 | 9 | 16 | -0.2 |
| CCN1C(=O)CS/C1=C(\C#N)S(=O)(=O)c1ccccc1 | 2.2 | 0.6 | -11 | -6 | -2 | -9 | 4 | 5 | 1.6 |
| CNC(=O)c1cc(Nc2nnc(C)c3ccccc23)ccc1OC | -0.1 | 2.3 | -4 | -4 | -6 | -3 | -6 | 15 | 4.9 |

Compound profiles, from the list above. Screens in order: V1R ag counter, M1 ag parental, CHO parental Ca, OXTR potentiator, CHO-K1 Ca antag, GPR7 antag, TAAR1 antag, CHO-K1 Ca PAM, OXTR ag
`O=C(CCSc1nc(-c2ccco2)cc(C(F)(F)F)n1)N1CCCc2ccccc21` across the screens: -0.3, 0.4, -28, -1, -2, -18, -14, 19, -2.1
`CCN1C(=O)CS/C1=C(\C#N)S(=O)(=O)c1ccccc1` across the screens: 2.2, 0.6, -11, -6, -2, -9, 4, 5, 1.6

(cont.)
| canonical_smiles | V1R ag counter | M1 ag parental | CHO parental Ca | OXTR potentiator | CHO-K1 Ca antag | GPR7 antag | TAAR1 antag | CHO-K1 Ca PAM | OXTR ag |
| --- | --- | --- | --- | --- | --- | --- | --- | --- | --- |
| O=c1cc(N2CCN(c3ccccc3Cl)CC2)[nH]c(=O)n1Cc1ccc(F)cc1 | 1.9 | 1.6 | -8 | -5 | -12 | -3 | -3 | 7 | 2.4 |
| O=C(CCN1C(=O)c2ccccc2C1=O)Nc1sc2c(c1C(=O)NCc1ccco1)CCCC2 | -0.8 | 0.9 | 16 | -8 | 10 | -16 | 15 | 8 | -1.8 |
| CC(CC(=O)Nc1cc([N+](=O)[O-])ccc1Cl)c1ccccc1 (stereo not drawn) | -0.8 | 0.0 | -4 | -3 | 2 | -8 | 6 | 3 | -1.3 |
| COCCCn1c(C(=O)NCCC2=CCCCC2)cc2c(=O)n3ccccc3nc21 | 2.8 | 2.3 | 7 | -8 | -12 | -13 | 12 | 19 | 0.9 |
| Cc1ccc(SCCC(=O)NCc2ccccn2)cc1 | -1.7 | 0.5 | 0 | -8 | -1 | 5 | 2 | -1 | -0.8 |
| O=c1cc(N/N=C/c2ccccc2)[nH]c(=O)[nH]1 | 0.6 | 2.9 | -8 | -8 | -16 | . | 31 | 30 | 0.7 |
| C=CC[C@@H](Cc1ccc(F)cc1)C(=O)OC[C@H]1CCCN1C(=O)[C@H](CC=C)CC(=O)N[C@H](CO)Cc1ccccc1 | 2.1 | 0.3 | -4 | -8 | -13 | . | 50* | 4 | -0.8 |
| O=C(c1cccc(Oc2c(Cl)cccc2[N+](=O)[O-])c1)N1CCOCC1 | 0.5 | 6.8 | 13 | -8 | 22 | -6 | -10 | -23 | -0.2 |
| N#Cc1ccc(CSc2nnc(-c3cccnc3)o2)cc1 | 0.4 | -0.6 | -7 | -8 | -5 | -8 | 25 | 13 | 0.0 |
| COc1ccc(NC(=O)N(C)C[C@H]2Oc3ncc(C#C[C@@H](C)O)cc3C(=O)N([C@H](C)CO)C[C@H]2C)cc1 | . | -0.2 | . | . | 10 | . | -20 | -12 | . |
| CCN(CC)C(=O)C1=C(C)N(Cc2ccc(C(C)(C)C)cc2)C(=O)C(CC(=O)NCc2ccco2)C1 (stereo not drawn) | . | -0.2 | . | . | -10 | . | -6 | 0 | . |
| COc1ccccc1N1CC(C(=O)Nc2cc(C(F)(F)F)ccc2N2CCCC2)CC1=O (stereo not drawn) | 0.8 | 1.4 | -32 | -10 | -12 | . | -6 | 6 | -1.1 |
| COc1cccc(CNC(=O)[C@@H]2CCCN2C(=O)[C@@H]2CCCN2C(=O)c2cccs2)c1 | . | -0.7 | . | . | -6 | . | 12 | 1 | . |
| Cc1ccc(N=C2SCCCN2C(=O)c2cccc(N3C(=O)CCC3=O)c2)cc1Cl | -0.1 | -0.2 | -28 | 3 | 3 | . | -7 | 11 | -0.9 |
| COc1cc(C2/C(=C(\O)c3ccc4c(c3)CC(C)O4)C(=O)C(=O)N2c2nnc(C)s2)cc(OC)c1OC (stereo not drawn) | 0.5 | 1.6 | -16 | -9 | -11 | 2 | -17 | -8 | 0.6 |
| O=C1/C(=C/c2ccc(O)cc2)SC(=S)N1CC1CCCO1 (stereo not drawn) | 9.0 | 11 | 3 | -7 | 4 | -4 | 29 | 1 | 15 |
| CC(=O)Nc1ccc(NC(=O)C(C)OC(=O)C2CC(=O)N(CCc3ccccc3)C2)cc1 (stereo not drawn) | 0.2 | 0.3 | 3 | -3 | -4 | . | 0 | 3 | -0.3 |
| CC(=O)N(c1ccccc1)C(C(=O)c1ccccc1)c1ccccc1 (stereo not drawn) | . | -0.1 | . | . | -19 | . | 19 | 28 | . |
| Cc1ccc(NS(=O)(=O)c2ccc(Cl)nc2)c(C)c1 | . | 1.1 | . | . | 4 | . | -6 | 12 | . |
| O=C(Nc1ccc(N2CCOCC2)cc1)c1cccc2ccccc12 | 1.5 | 1.8 | 4 | -6 | -5 | 10 | -6 | 4 | 0.6 |
| COc1cccc(OC)c1C(=O)Nc1nc(COc2ccccc2)cs1 | 1.9 | 4.3 | -9 | -13 | 1 | -26 | 24 | 10 | -0.9 |
| CC1CCC(NC(=O)c2cccc(S(=O)(=O)N3CCN(c4ccc(F)cc4)CC3)c2)CC1 (stereo not drawn) | 2.4 | 1.0 | -11 | -13 | -9 | . | -5 | 18 | 1.5 |
| CC1CCN(C(=O)Cn2cnc3c(cnn3C(C)(C)C)c2=O)CC1 | 0.9 | 4.0 | -8 | 2 | -13 | -5 | 6 | 9 | 1.3 |
| Nc1ccc2c(c1)nnn2-c1ccccc1 | -0.2 | 0.3 | -18 | 0 | -22 | 14 | -9 | 17 | -0.4 |
| O=C(O)c1cc(-c2ccccc2Cl)n(-c2ccccc2)n1 | 0.2 | 0.5 | -10 | 2 | 0 | -12 | -1 | 14 | 1.6 |
| N#Cc1c(/N=C/c2cc3ccccc3s2)sc2c1CCC2 | 0.2 | 0.0 | 2 | -17 | 10 | -4 | -21 | 4 | 0.2 |
| Cc1ccc(-c2cc(C(=O)Nc3nccs3)c3ccccc3n2)c(C)c1 | -0.3 | 4.6 | -30 | -7 | 6 | -14 | 48 | 17 | -1.9 |
| O=C(NC(=S)Nc1cccnc1Cl)c1ccc(Cl)cc1 | 4.1 | 0.8 | -17 | 1 | 9 | -9 | -6 | -10 | 1.3 |
| O=C(Nc1ccc(F)cc1)C1CC(=O)N(Cc2ccco2)C1 (stereo not drawn) | 5.3 | 10 | 2 | -7 | 5 | 0 | -13 | -6 | 0.2 |

Just CHO-K1 Ca antag and OXTR ag, for some of the entries so far:
SMILES | CHO-K1 Ca antag | OXTR ag
CC1CCN(C(=O)Cn2cnc3c(cnn3C(C)(C)C)c2=O)CC1 | -13 | 1.3
Nc1ccc2c(c1)nnn2-c1ccccc1 | -22 | -0.4
O=C(O)c1cc(-c2ccccc2Cl)n(-c2ccccc2)n1 | 0 | 1.6
N#Cc1c(/N=C/c2cc3ccccc3s2)sc2c1CCC2 | 10 | 0.2
Cc1ccc(-c2cc(C(=O)Nc3nccs3)c3ccccc3n2)c(C)c1 | 6 | -1.9
O=C(NC(=S)Nc1cccnc1Cl)c1ccc(Cl)cc1 | 9 | 1.3
O=C(Nc1ccc(F)cc1)C1CC(=O)N(Cc2ccco2)C1 (stereo not drawn) | 5 | 0.2
